PAFAH1B3 inh – PAFAH1B3 (human) inhibition | Q15102 | recombinant PAFAH1B3, FP-rhodamine probe, fluorescence polarization | inhibition, % at 3.39 µM | hit rate 0.28% among 340,000 | AID 492972;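 active = inhibition above the screen-wide average of all tested compounds plus 3 SD, cut at about 25% in these data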;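 note: 0% = enzyme with DMSO only and 100% = wells lacking PAFAH1B3 protein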
Target sequence (Q15102 whole entry, looked up): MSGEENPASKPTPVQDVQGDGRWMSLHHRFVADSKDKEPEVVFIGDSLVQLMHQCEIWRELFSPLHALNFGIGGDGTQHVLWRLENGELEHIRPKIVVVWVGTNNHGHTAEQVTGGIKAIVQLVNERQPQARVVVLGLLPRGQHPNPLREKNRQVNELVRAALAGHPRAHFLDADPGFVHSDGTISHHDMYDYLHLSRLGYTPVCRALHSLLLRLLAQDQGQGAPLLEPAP
PME-1 primary – blocks human protein phosphatase methylesterase 1; hit rate 0.53% among 320,000; inhibition, % at 5.9 µM; AID 2130; recombinant PME-1, FP-Rh probe fluorescence polarization; Q9Y570;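 active = inhibition above the campaign mean of all compounds plus 3 SD, cut at about 26% in these data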;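 note: competitive labeling of PME-1 active site by serine hydrolase directed probe; 0% = PME-1 with DMSO and 100% = wells lacking PME-1 enzyme; inhibitors block probe labeling so polarization falls and inhibition rises; many of its hits are not listed in these tables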
Target sequence (Q9Y570 whole entry, looked up): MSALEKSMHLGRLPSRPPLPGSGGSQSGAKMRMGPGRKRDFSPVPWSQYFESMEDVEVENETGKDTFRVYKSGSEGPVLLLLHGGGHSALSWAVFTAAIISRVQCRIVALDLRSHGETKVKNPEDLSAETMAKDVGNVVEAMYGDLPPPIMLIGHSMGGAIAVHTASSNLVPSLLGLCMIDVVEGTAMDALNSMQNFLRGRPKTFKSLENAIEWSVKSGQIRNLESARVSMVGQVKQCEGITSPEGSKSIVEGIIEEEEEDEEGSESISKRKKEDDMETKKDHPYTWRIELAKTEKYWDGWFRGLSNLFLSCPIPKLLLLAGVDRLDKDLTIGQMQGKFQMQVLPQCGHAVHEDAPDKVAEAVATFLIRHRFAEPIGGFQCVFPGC
GSTO1 inh – counter-screen for RBBP9 inhibitors: inhibitors of human GSTO1; P78417; recombinant GSTO1, activity-based probe fluorescence polarization; inhibition, % at 5.96 µM; hit rate 1.1% among 300,000; AID 1974;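 active = inhibition above the campaign mean inhibition plus 3 SD, cut at about 35% in these data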;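 note: 0% = GSTO1-1 with DMSO and 100% = wells lacking GSTO1-1 enzyme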
PAFAH1B2 FP inh – PAFAH1B2 (human) inhibition; AID 492953; recombinant PAFAH1B2, FP-rhodamine activity probe, fluorescence polarization; inhibition, % at 3.39 µM; P68402; hit rate 1.2% among 340,000;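 active = inhibition above the mean of all tested compounds plus 3 SD, cut at about 24% in these data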;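 note: 0% = enzyme with DMSO and 100% = wells lacking PAFAH1B2; many of its hits are not listed in these tables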
PAD4 FP inh – inhibitors of human PAD4 | inhibition, % at 6.36 µM | AID 485272 | hit rate 0.41% among 330,000 | recombinant PAD4, RCA probe fluorescence polarization;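 active = percent inhibition above a cutoff equal to the mean of all tested compounds plus 3 SD, cut at about 15% in these data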;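 note: 0% = PAD4 with RCA probe and DMSO and 100% = probe without PAD4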
pPAFAH FP inh – pPAFAH (human) enzyme inhibition | recombinant pPAFAH, FP-rhodamine probe fluorescence polarization | AID 463082 | Q13093 | inhibition, % at 3.39 µM | hit rate 1.5% among 330,000;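 active = inhibition above the mean inhibition across the screen plus 3 SD, cut at about 25% in these data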;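 note: inhibitors block binding of the rhodamine activity-based probe so polarization drops; 0% = enzyme with DMSO and 100% = wells lacking pPAFAH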
Target sequence (Q13093 whole entry, looked up): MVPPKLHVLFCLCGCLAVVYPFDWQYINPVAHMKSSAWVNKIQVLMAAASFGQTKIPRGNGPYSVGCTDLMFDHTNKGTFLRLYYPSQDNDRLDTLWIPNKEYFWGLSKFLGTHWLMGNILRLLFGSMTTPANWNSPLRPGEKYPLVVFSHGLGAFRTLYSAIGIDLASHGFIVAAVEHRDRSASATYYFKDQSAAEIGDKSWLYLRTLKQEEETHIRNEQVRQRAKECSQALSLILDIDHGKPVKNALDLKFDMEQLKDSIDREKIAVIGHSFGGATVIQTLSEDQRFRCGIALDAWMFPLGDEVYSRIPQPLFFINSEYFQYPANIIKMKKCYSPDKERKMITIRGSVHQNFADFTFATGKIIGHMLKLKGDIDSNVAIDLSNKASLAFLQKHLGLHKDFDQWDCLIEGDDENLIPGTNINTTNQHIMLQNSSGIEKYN
PREPL inh – inhibitors of human prolyl oligopeptidase-like enzyme PREPL; Q4J6C6; recombinant PREPL, fluorescence polarization activity-based probe; inhibition, % at 5.96 µM; hit rate 0.68% among 320,000; in the data active = inhibition above about 43%;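 note: 0% = enzyme with DMSO and 100% = wells lacking enzyme; many of its hits are not listed in these tables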
LYPLA1 inh – LYPLA1 (human) inhibition in PME1 counter-screen | O75608 | recombinant LYPLA1, FP-Rh probe fluorescence polarization | inhibition, % at 5.9 µM | hit rate 0.16% among 320,000 | AID 2174;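 active = inhibition above the mean of all tested compounds plus 3 SD, set per campaign, cut at about 14% in these data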;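 note: inhibitors block serine hydrolase probe labeling of LYPLA1 so polarization falls; 0% = enzyme with DMSO and 100% = wells lacking LYPLA1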
LYPLA2 counter – LYPLA2 (human) inhibition in PME1 counter-screen; O95372; recombinant LYPLA2, FP-Rh probe fluorescence polarization; inhibition, % at 5.9 µM; hit rate 0.38% among 320,000; AID 2177;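 active = inhibition above the screen-wide mean plus 3 SD, limit set per campaign, cut at about 26% in these data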;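 note: 0% = LYPLA2 with DMSO and 100% = wells lacking LYPLA2 enzyme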
Starred values were filed as active, the others as inactive; . = not tested or not shown. This is a subset, so the mix of outcomes need not match the whole.

SMILES	PAFAH1B3 inh	PME-1 primary	GSTO1 inh	PAFAH1B2 FP inh	PAD4 FP inh	pPAFAH FP inh	PREPL inh	LYPLA1 inh	LYPLA2 counter
Clc1ccc(CSc2snnc2-c2ccccc2)cc1	2	-7	-2	-4	-5	6	-19	0	3
CSc1ccc(/C=N/NC(=O)c2ccc(C)c(C)c2)cc1	2	-10	2	3	1	4	0	-1	-7
C=COCCNC(=O)Nc1ccc(Cl)c(Cl)c1	15	-7	8	5	-6	3	0	-5	-3
CCOC(=O)CSc1nc(C(C)(C)C)nc2ccccc12	10	-2	-3	9	0	1	3	0	0
CCCS(=O)(=O)N1CCN=C1SCc1ccc(C)cc1	7	5	0	4	-1	-1	4	-2	-4
COc1cccc(CNC(=O)COC(=O)/C=C/c2ccc(SC)cc2)c1	7	.	.	6	-3	0	0	.	.
CCOc1ccc(N(C(C)C(=O)Nc2ccc(OC)cc2)S(C)(=O)=O)cc1 (stereo unspecified)	3	4	10	-1	3	-4	2	1	2
COc1ccc(S(=O)(=O)N(CC(=O)NC2CC2)c2ccc(C)cc2)cc1	10	3	-8	1	-2	4	4	-2	-2
CCOc1ccc(/C=C(/NC(=O)c2ccccc2)C(=O)NCCC(=O)O)cc1	4	-3	10	4	2	-5	16	-4	-2
O=C(CNC(=O)c1ccccc1Cl)OCC(=O)N1CCc2ccccc21	2	6	-3	3	1	12	-7	3	15
O=C(CCCn1c(=O)c2ccccc2n(Cc2cccc(F)c2)c1=O)NC1CCN(Cc2ccccc2)CC1	.	1	6	.	-1	4	22	4	7
CCCOC(=O)c1cc(NC(=O)/C=C/c2ccccc2)ccc1O	.	-24	-15	.	3	-3	7	-20	-30
COc1ccc(CCC(=O)O)cc1OC	9	-8	0	8	7	-4	-12	1	1
O=C(O)Cc1ccc(NS(=O)(=O)c2ccc3ccccc3c2)cc1	6	0	3	22	0	7	-2	0	6
CN(C)Cc1cc(C(C)(C)C)c(O)c(C(C)(C)C)c1	-6	0	-1	3	-5	-5	10	-1	-3
CC(Oc1ccc2c(-c3ccccc3)cc(=O)oc2c1)C(=O)NC(Cc1c[nH]c2ccccc12)C(=O)O (stereo unspecified)	9	.	.	69*	0	11	18	.	.
COc1cc2[nH]c(=S)nc(NCc3cccnc3)c2cc1OC	-2	-3	2	3	5	2	28	1	3
CCS(=O)(=O)NCC(c1cccnc1)N1CCN(c2ccccc2OC)CC1 (stereo unspecified)	-2	4	-2	3	-4	4	1	-1	0
C=CC[n+]1c(-c2ccc(OC)cc2)csc1NNC(=O)Nc1ccccc1	7	2	1	7	-6	3	5	3	11
COc1cc(OC)c(NC(=O)CCNS(=O)(=O)c2ccc3c(c2)oc(=O)n3C)cc1Cl	2	2	1	-3	1	25*	-1	-4	-5
CCOc1ccc(C2=Nc3ccc(Br)cc3C(c3ccc(N4CCOCC4)cc3)=NN2)cc1	15	0	-1	6	-5	-6	-7	-3	0
COCCNc1nc(-c2cc(C)c(C)cc2C)cs1	1	-1	17	3	-4	4	4	-2	-2
CN(C)S(=O)(=O)c1cccc(NC(=O)c2cc(=O)[nH]c3ccccc23)c1	-4	11	2	1	2	1	6	-2	2
COc1cc(C(C[N+](=O)[O-])c2c(N)n(C)c(=O)n(C)c2=O)ccc1O (stereo unspecified)	1	0	-2	4	-1	9	13	3	-1
COc1ccccc1Oc1c(C)oc2c(CN3CCOCC3)c(O)ccc2c1=O	2	-10	-5	1	2	-2	-11	3	0
CCOC(=O)c1ccc(-n2c(O)c(/C=N/NC(=O)C3COc4ccccc4O3)c3ccccc3c2=O)cc1 (stereo unspecified)	1	6	-16	-1	2	25	30	-3	2
Cc1ccc(Cl)cc1N1CCN(S(=O)(=O)c2ccc3[nH]c(=O)c(=O)[nH]c3c2)CC1	11	4	-6	2	1	8	-10	-1	-4
COc1ccc(C2CC(C(F)(F)F)n3ncc(C(=O)Nc4c(C)n(C)n(-c5ccccc5)c4=O)c3N2)cc1 (stereo unspecified)	-1	5	2	-5	0	1	25	0	4
O=C1Nc2ccccc2/C1=N\N=C\C1=C(N2CCOCC2)C(=C\c2ccccc2)/CC1	4	31*	7	6	0	6	14	-2	3
N/C(Cc1ccc([N+](=O)[O-])cc1)=N\OC(=O)c1ccccc1Br	6	-4	1	2	1	7	10	-2	3
COC(=O)N[C@@H]1C[C@H]2[C@@H]3CC[C@H]4C[C@@H](OC)CC[C@]4(C)[C@H]3CC[C@@]12C	10	-1	.	-2	0	7	-8	-1	-1
O=C(CCc1nc2ccccc2c(=O)[nH]1)Nc1ccc(Cl)c(Cl)c1	-7	-26	-16	2	-7	-14	-2	-18	-21
C[C@@H](NC(=O)c1nc[nH]c1C(=O)N(C)Cc1ccccc1)c1ccccc1	3	9	.	3	0	4	-4	-1	-3
Cc1ccc(-n2c(O)c(C=NCc3ccccn3)c3ccccc3c2=O)cc1	-7	3	0	5	-5	4	14	3	1
Brc1ccc2ncnc(NCc3cccnc3)c2c1	-2	-5	5	0	4	4	2	1	-6
CCCCNC(=O)c1ccc2c(OCC)n(CCCC)nc2c1	1	-2	0	3	-3	5	-5	3	-7
Cc1ccc(C(=O)CSc2ccc(-c3ccccc3)nn2)cc1	7	-9	-1	1	1	-1	-43	3	2
COC(=O)c1cc(NC(=O)c2cc3ccccc3o2)cc(C(=O)OC)c1	-4	-5	5	1	3	6	9	-4	-2
Cc1ccc(N(CC(=O)NC2CCCCC2)C(=O)CCC(=O)Nc2nccs2)cc1	-6	-2	4	-2	4	5	-5	0	1
COCc1nnc(NC(=O)c2sc3ccccc3c2Cl)s1	8	4	-29	3	-4	-4	8	2	6
Cc1cccc(-c2nnc3n2N=C(c2ccccc2)CS3)c1	6	5	2	4	-1	-1	-4	6	13
NS(=O)(=O)c1ccc(NC(=S)NC(=O)c2ccc(-c3ccccc3)cc2)cc1	2	-11	1	-1	-3	3	-4	-6	-5
FC(F)(F)c1ccccc1N/N=C/c1cccnc1	0	-2	4	4	1	3	8	1	5
COc1ccc(C(CC(=O)O)NC(=O)c2sc3ccccc3c2Cl)cc1 (stereo unspecified)	0	-2	1	-1	-3	2	1	-5	-2
C[C@H](NC(=O)[C@@H]1Cc2ccccc2CN1C(=O)OC(C)(C)C)C(=O)NCc1ccco1	8	-4	0	3	-4	5	8	-2	2
CCS(=O)(=O)N1CCCC(C(=O)NCCc2ccc(OC)c(OC)c2)C1 (stereo unspecified)	6	-3	-14	2	2	-3	4	0	-1
CC(C)=C1C2CCC1C1C(=O)N(c3ccc(C)c(C)c3)C(=O)C21 (stereo unspecified)	-7	0	1	-3	-4	0	-3	2	4
CCCC(=O)Nc1ccc(C2C(=O)c3ccccc3C2=O)cc1	-2	-2	-2	7	-4	6	-9	-2	-4
O=C(Cn1cnc([N+](=O)[O-])n1)N/N=C/c1ccc2ccccc2c1	1	-4	-6	0	-2	-6	33	1	-4
Cn1c(=O)c2c(ncn2CC(=O)OCC(=O)Nc2ccc(F)cc2F)n(C)c1=O	2	-2	.	0	-2	2	4	-1	1
CCOc1ccc(OCC)c(NC(=O)CSc2nnc(-c3cccnc3)o2)c1	9	4	0	4	-6	1	4	2	-1
O=C(Nc1ccc2oc(Cc3ccc(Cl)cc3)nc2c1)c1cccnc1	-1	0	3	11	4	2	-15	0	6
COc1ccc(OC)c(NC(=O)CSc2nnc(-c3ccco3)n2-c2ccc(C(=O)O)cc2)c1	7	-8	4	-4	-4	2	9	-5	-13
O=C1Nc2ccccc2C1=Nc1cccc([N+](=O)[O-])c1	21	0	9	12	5	9	10	2	8
COc1ccc(CCNC(=O)CSc2nc3ccccc3o2)cc1OC	4	-1	2	-1	-1	5	-6	-1	4
COc1ccc(C2/C=C\CN(C(=O)c3ccccc3)CC(=O)N2Cc2ccc(F)cc2)cc1 (stereo unspecified)	4	.	.	4	1	1	18	.	.

(list continues)
SMILES	PAFAH1B3 inh	PME-1 primary	GSTO1 inh	PAFAH1B2 FP inh	PAD4 FP inh	pPAFAH FP inh	PREPL inh	LYPLA1 inh	LYPLA2 counter
CSCCCc1cn([C@@H](CO)C(=O)NCCCCCCCCCCC(=O)N2CCNCC2)nn1	-8	3	5	-4	0	2	8	5	2
Cc1[nH]c(=S)[nH]c(=O)c1Cc1ccccc1	3	-2	2	4	-2	3	-7	-2	2
CCOc1ccc(NC(=S)N2CCC(NC(=O)c3ccccc3C)CC2)cc1	-1	3	4	1	2	6	4	1	-4
Cc1nnsc1SCC(=O)O	1	-9	14	-4	3	-5	2	-4	2
Cc1ccc(NC(=O)CN2C(=O)NC(C)(C3CC3)C2=O)c(C)c1 (stereo unspecified)	6	0	.	4	-2	-3	8	-1	-1
CC(=O)OC[C@H]1O[C@@H](O[C@H]2C[C@]3(C)C(C[C@@H](O)C4C([C@]5(C)CC[C@@H](C(C)(C)O)O5)CC[C@]43C)[C@@]3(C)CC[C@H](O)C(C)(C)C23)[C@H](O[C@@H]2O[C@@H](C)[C@H](O)[C@@H](O)[C@H]2O)[C@@H](O)[C@@H]1O (stereo partly specified)	2	.	.	7	1	5	10	.	.
Oc1ccc(/C=N/Nc2cc(N3CCOCC3)nc(N3CCOCC3)n2)cc1O	10	-6	54*	-10	-1	3	10	-1	-9
CN(CC(=O)Nc1cccc2ccccc12)c1ccc(S(=O)(=O)N2CCOCC2)cn1	1	4	-1	3	0	-1	19	-2	7
CC(=O)c1c(C)nc(-c2cccc([N+](=O)[O-])c2)n1O	0	-7	-3	-1	2	2	-6	3	8
CC(C)NC(=O)NC(=O)COC(=O)c1ccc(OC(F)(F)F)cc1	6	-8	-1	-2	1	4	16	0	4
C/C(CC(=O)NC1CCCCC1)=N\NC(=O)c1ccccc1C	4	3	-6	1	2	6	-4	-3	-1
CC1CCc2c(sc3ncnc(NCc4cccnc4)c23)C1 (stereo unspecified)	8	-4	0	5	-6	5	0	-2	3
O=C(CSc1ccc(-c2ccncc2)nn1)N1CCCC1	9	1	-2	3	-3	1	-5	-1	-3
COc1ccccc1N1CCN(Cc2ccco2)CC1	13	7	4	0	-1	-1	5	-1	6
CC(C)CCNC(=O)C1(O)c2ccccc2NC(=O)N1c1ccc(Cl)cc1 (stereo unspecified)	2	-12	-1	9	-1	-7	11	-1	-4
CCOC(=O)C1=C(O)/C(=C/c2ccc(OCC(=O)O)c(OC)c2)SC1=Nc1ccc(OCC)cc1	3	-9	-15	-1	-5	-7	18	-4	1
NC1=CC(=O)c2cccc3cccc1c23	.	17	24	.	15*	21	28	6	14
c1ccc(-c2nc(C3CCCCC3)no2)cc1	6	-5	5	-3	0	2	3	4	2
COc1ccc(N2C(=O)C3C(c4ccc(OC)cc4O)NC(Cc4ccccc4)(C(=O)O)C3C2=O)cc1 (stereo unspecified)	-1	-1	10	4	-2	3	4	-1	6
CCCCN(CC(=O)NCc1ccc(F)cc1)C(=O)c1ccco1	-1	-2	2	3	-1	1	4	0	5
COc1ccc2nc(NCCO)[nH]c2c1	-2	-1	-8	1	6	-2	7	0	3

High-throughput results: PubChem BioAssay, The Scripps Research Institute Molecular Screening Center
